High-throughput results: PubChem BioAssay, NMMLSC
RGS7-Gao reg: regulators of human RGS7-Galphao interaction | 220,000 tested, 0.35% active | AID 1439 | binding response (% of control), % at 10 µM | P09471 | Multiplexed bead flow cytometry, RGS7-Galphao binding; actives lie on both sides; in the data active means binding response below about 49% or above about 150%; inconclusive means no clear call, values can overlap the other calls; inactive means in between;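 further: fluorescent Galphao held in activated GDP-AlF4 state binding bead-coupled RGS7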
Bim-Bfl-1: disrupts Bim binding to human Bfl-1 | Bead-based flow cytometry, Bim-Bfl-1 binding inhibition | Q16548 | 190,000 tested, 0.12% active | inhibition, % at 10 µM;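 further: 0% = wells without compound plus tracer and 100% = blocker peptide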
RGS8-Gao reg: human RGS8-Galphao interaction regulation; multiplexed bead flow cytometry, RGS8-Galphao binding; actives lie on both sides; response (percent of control binding), % at 10 µM; 220,000 tested, 0.34% active; P09471; in the data active means response below about 60% or above about 140%; inactive means in between;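 further: Galphao activated as the GDP aluminium fluoride complex binding bead-coupled RGS8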
RGS4-Gao reg: modulates binding of RGS4 to human Galphao | 220,000 tested, 0.33% active | P09471 | binding response (% of control), % at 10 µM | AID 1415 | Multiplexed bead flow cytometry; actives lie on both sides; in the data active means binding response below about 49% or above about 150%; inactive means in between;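 further: fluorescent Galphao activated with aluminum fluoride binding bead-coupled RGS4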
ABCB1 inh: human ABCB1 inhibition, ABCG2 as counter-screen. P08183. AID 1326. CCRF-Adr cells, JC-1 efflux, flow cytometry. inhibition, % at 6.6 µM. 190,000 tested, 0.067% active; in the data active means inhibition above about 40%;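 further: 0% = vehicle and 100% = reference inhibitor; higher value means more JC-1 retained so stronger ABCB1 efflux block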
Bim-Bcl-XL: inhibitors of Bim-Bcl-XL interaction, human; Bim peptide-Bcl-XL binding, bead flow cytometry, fluorescence; 190,000 tested, 0.04% active; Q07817; inhibition, % at 10 µM
Bim-Bcl-W: human Bim-Bcl-W interaction inhibition; Q92843; bead-based flow cytometry, Bim peptide-Bcl-W binding; inhibition, % at 10 µM; 190,000 tested, 0.02% active; AID 952;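 further: 0% = bound tracer without compound and 100% = peptide blocker; higher means less fluorescent Bim peptide bound to Bcl-W beads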
Bcl-2 Bim block: human Bim-Bcl-2 interaction inhibition | inhibition, % at 10 µM | P10415 | Bead-based flow cytometry, Bim peptide-Bcl-2 binding | AID 950 | 190,000 tested, 0.06% active; in the data active means inhibition above about 40%; inconclusive means no clear call, values can overlap the other calls;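 further: 0% = no compound wells with probe peptide and 100% = reference peptide inhibitor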
Target sequence (P10415 whole entry, looked up): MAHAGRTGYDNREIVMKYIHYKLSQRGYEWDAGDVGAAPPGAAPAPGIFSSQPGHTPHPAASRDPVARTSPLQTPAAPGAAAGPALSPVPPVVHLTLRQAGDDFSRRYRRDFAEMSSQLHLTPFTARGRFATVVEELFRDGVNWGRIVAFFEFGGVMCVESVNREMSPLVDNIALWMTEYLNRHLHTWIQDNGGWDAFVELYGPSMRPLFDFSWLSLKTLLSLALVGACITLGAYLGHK
Bim-Mcl-1: inhibitors of Bim-Mcl-1 interaction, human; Q07820; Bead-based flow cytometry, Bim peptide-Mcl-1 binding; inhibition, % at 10 µM; 190,000 tested, 0.1% active; AID 1009;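 further: 0% = no compound tracer wells and 100% = peptide blocker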
Bcl-B Bim block: inhibitors of Bim-Bcl-B interaction, human; 190,000 tested, 0.073% active; bead-based flow cytometry, Bim peptide-Bcl-B binding; inhibition, % at 10 µM;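 further: 0% = tracer peptide without compound and 100% = reference inhibitor peptide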
Target sequence (Q9HD36 whole entry, looked up): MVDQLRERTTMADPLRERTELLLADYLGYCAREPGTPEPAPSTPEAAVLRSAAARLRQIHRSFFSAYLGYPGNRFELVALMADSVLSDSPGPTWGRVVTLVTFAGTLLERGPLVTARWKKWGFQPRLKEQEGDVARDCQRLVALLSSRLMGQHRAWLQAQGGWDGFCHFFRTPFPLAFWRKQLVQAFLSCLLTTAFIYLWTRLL
ABCG2 block: inhibitors of human ABCG2 transporter, ABCB1 counter-screen; inhibition, % at 6.6 µM; 190,000 tested, 0.1% active; IgMXP3 cells, JC-1 efflux, flow cytometry;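 active means inhibition above 80%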;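 further: 0% = DMSO and 100% = nicardipine control wells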
Target sequence (Q9UNQ0 whole entry, looked up): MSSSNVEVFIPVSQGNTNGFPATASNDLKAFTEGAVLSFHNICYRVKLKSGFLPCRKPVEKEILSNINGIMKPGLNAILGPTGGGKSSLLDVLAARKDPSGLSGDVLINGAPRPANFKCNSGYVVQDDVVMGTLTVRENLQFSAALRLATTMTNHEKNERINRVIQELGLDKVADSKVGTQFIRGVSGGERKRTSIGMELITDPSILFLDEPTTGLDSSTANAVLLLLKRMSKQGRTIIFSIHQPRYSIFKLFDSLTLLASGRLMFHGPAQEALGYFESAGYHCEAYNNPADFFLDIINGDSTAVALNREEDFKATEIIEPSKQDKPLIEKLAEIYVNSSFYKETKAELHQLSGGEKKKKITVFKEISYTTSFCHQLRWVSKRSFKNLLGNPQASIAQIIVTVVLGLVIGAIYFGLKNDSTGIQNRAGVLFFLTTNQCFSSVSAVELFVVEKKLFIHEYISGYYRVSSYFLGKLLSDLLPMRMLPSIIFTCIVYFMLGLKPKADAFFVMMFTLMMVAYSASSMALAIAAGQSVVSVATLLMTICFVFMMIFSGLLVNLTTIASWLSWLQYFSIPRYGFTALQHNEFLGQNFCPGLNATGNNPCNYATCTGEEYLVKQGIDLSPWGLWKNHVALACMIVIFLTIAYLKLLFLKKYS
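Assay system – ABCG2 IgMXP3 and barcoded ABCB1 CCRF-Adr cell mix · Input – 3 million cells/mL in well · Reagent – JC-1 fluorescent substrate · Compound – single test compound dose, 6.6 µM final · Timing – 10 min exposure at 25 °C with rotation, no wash · Detection – flow cytometry of retained JC-1 fluorescence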
* = called active by the depositor; ? = inconclusive. Unless noted, no stated cut-off is given here; in the data, active means inhibition above about 40%.

SMILES	RGS7-Gao reg	Bim-Bfl-1	RGS8-Gao reg	RGS4-Gao reg	ABCB1 inh	Bim-Bcl-XL	Bim-Bcl-W	Bcl-2 Bim block	Bim-Mcl-1	Bcl-B Bim block	ABCG2 block
CCOc1ccc(C2NC(=O)C(C#N)=C(S)N2c2cccc(C)c2)cc1OC (stereo not drawn)	98.8	-8.0	103.2	100.8	-0.2	-6.0	-8.0	-9.0	-4.0	-8.0	-0.8
Cc1cccc(/C=C2\CCC(=C3SCCCS3)C2=O)c1	96.9	-2.0	99.6	100.7	0.0	-4.0	-3.0	0.0	-3.0	0.0	-0.1
N/C(=N\OC(=O)c1ccc(Cl)cc1Cl)c1ccccn1	94.5	-5.0	103.5	97.8	0.7	1.0	0.0	-1.0	3.0	0.0	6.2
Cn1ccnc1SCC(=O)Nc1nc2c(F)c(F)c(F)cc2s1	102.8	-2.0	103.8	105.5	0.7	-5.0	-2.0	-4.0	-1.0	-3.0	1.4
CCN1C(=O)c2cccc3c(S(=O)(=O)Nc4c(C)n(C)n(-c5ccccc5)c4=O)ccc1c23	99.8	-15.0	101.9	101.6	0.1	-8.0	-2.0	-11.0	-4.0	-8.0	0.6
OC1(c2ccc3ccccc3c2)CCN(Cc2ccccc2)C1 (stereo not drawn)	98.5	-2.0	101.3	101.6	1.0	-4.0	-2.0	-1.0	3.0	-2.0	1.8
Cc1ccc(C)c(NC(=O)c2nnn(Cc3ccccc3)c2N)c1	102.0	-7.0	100.6	100.7	0.0	-11.0	-5.0	-12.0	-4.0	-6.0	0.2
Cc1ccc(S(=O)(=O)NCCCN(C)C)cc1	99.6	-1.0	98.5	98.6	0.1	-6.0	-3.0	-6.0	-4.0	-3.0	-1.5
CCN(CC)CCN1C(=O)C(=O)/C(=C(/O)c2cnn(-c3ccccc3)c2C)C1c1cccnc1 (stereo not drawn)	100.4	0.0	108.2	98.5	0.1	1.0	2.0	0.0	3.0	2.0	0.3
O=C(NNC(=S)NCc1ccco1)c1ccc(Cl)s1	104.5	7.0	101.5	103.9	0.5	0.0	4.0	-2.0	0.0	-22.0	1.7
COCC(C)OC(=O)c1c(N)n(CC(C)C)c2nc3ccccc3nc12 (stereo not drawn)	102.9	-6.0	100.3	101.1	0.7	0.0	2.0	-1.0	7.0	-3.0	5.0
COc1cc(/C=C2/C(=O)N(c3ccccc3)N=C2C)ccc1OS(=O)(=O)c1ccccc1	99.7	0.0	98.0	97.1	-0.4	0.0	0.0	0.0	1.0	3.0	-3.7
O=C(CN1CCN(c2ccccc2)CC1)N/N=C/c1cccc(F)c1	97.0	-2.0	101.4	98.2	1.4	-9.0	-4.0	-3.0	-8.0	-8.0	7.4
Cc1cccc(C)c1NC(=S)/N=C/N(C)C	95.0	-2.0	101.1	102.5	1.0	-4.0	-2.0	-5.0	0.0	-6.0	3.7
C[N+](C)(CC#Cc1ccccc1)CC(=O)c1ccccc1	102.9	0.0	105.2	102.8	0.1	-5.0	0.0	0.0	-5.0	-3.0	0.5

2 consecutive entries from above, quoted:
SMILES	RGS7-Gao reg	Bim-Bfl-1	RGS8-Gao reg	RGS4-Gao reg	ABCB1 inh	Bim-Bcl-XL	Bim-Bcl-W	Bcl-2 Bim block	Bim-Mcl-1	Bcl-B Bim block	ABCG2 block
Cc1cccc(C)c1NC(=S)/N=C/N(C)C	95.0	-2.0	101.1	102.5	1.0	-4.0	-2.0	-5.0	0.0	-6.0	3.7
C[N+](C)(CC#Cc1ccccc1)CC(=O)c1ccccc1	102.9	0.0	105.2	102.8	0.1	-5.0	0.0	0.0	-5.0	-3.0	0.5

Some values from the results shown.
For ABCB1 inh, O=C(CN1CCN(c2ccccc2)CC1)N/N=C/c1cccc(F)c1 reads 1.4
For RGS7-Gao reg, Cn1ccnc1SCC(=O)Nc1nc2c(F)c(F)c(F)cc2s1 reads 102.8
For Bim-Mcl-1, O=C(NNC(=S)NCc1ccco1)c1ccc(Cl)s1 reads 0.0
For Bim-Mcl-1, Cc1ccc(S(=O)(=O)NCCCN(C)C)cc1 reads -4.0

(further entries)
SMILES	RGS7-Gao reg	Bim-Bfl-1	RGS8-Gao reg	RGS4-Gao reg	ABCB1 inh	Bim-Bcl-XL	Bim-Bcl-W	Bcl-2 Bim block	Bim-Mcl-1	Bcl-B Bim block	ABCG2 block
Cc1cccc(S(=O)(=O)C(C#N)c2nc3ccccc3nc2N2CCCC2)c1 (stereo not drawn)	100.8	6.0	98.0	102.2	-0.3	-7.0	-3.0	0.0	-5.0	-19.0	-1.5
Cc1ccc(C(=O)NC(=S)N2CCN(c3ccc([N+](=O)[O-])cc3)CC2)cc1	100.4	4.0	83.2	98.6	1.3	-1.0	2.0	1.0	-2.0	-5.0	5.0
COc1ccc(CCNCC2C(Oc3ccc(Cl)cc3)C(=O)N2c2ccccc2C)cc1OC (stereo not drawn)	93.9	0.0	100.4	98.4	53.1*	-6.0	-3.0	-5.0	-2.0	0.0	18.6
Cc1ccn(-c2ccc([N+](=O)[O-])cc2)n1	100.0	-10.0	106.1	101.7	0.4	-1.0	1.0	-7.0	-1.0	-7.0	4.6
CCOC(=O)Cc1nnc(NC(=O)CSc2nnc3c(n2)[nH]c2ccccc23)s1	104.4	-3.0	105.6	107.5	-1.4	-1.0	0.0	0.0	-2.0	0.0	-1.0
Cc1ccnc(NC(=O)/C=C/c2ccccc2Cl)c1	98.0	-3.0	96.2	97.5	0.0	-7.0	-3.0	-2.0	-5.0	-8.0	-0.5
CC1CN(c2nc3ccccn3c(=O)c2C=O)CC(C)O1 (stereo not drawn)	96.6	-7.0	101.7	99.2	0.8	-1.0	-1.0	-1.0	-1.0	-3.0	4.4
N/N=C(/Cc1nc2ccccc2[nH]1)c1ccc([N+](=O)[O-])cc1	?	9.0	100.8	97.7	0.4	1.0	0.0	2.0	-1.0	2.0	1.9
CC(O)(C#CCN1CCCCCC1)c1ccccc1 (stereo not drawn)	101.0	-5.0	102.8	100.0	0.9	0.0	-1.0	1.0	-1.0	-4.0	3.1
O=C(NCCc1ccncc1)Nc1ccccc1	99.1	-4.0	97.5	99.3	0.1	-8.0	-1.0	-6.0	-4.0	-1.0	6.5
CC(C)C(=O)NC(=S)Nc1ccccn1	103.0	-17.0	101.2	103.2	0.7	-9.0	-5.0	-13.0	-3.0	-11.0	30.1
CC(C)Nc1nc(SC(C)C(=O)Nc2ccccc2)nc(N(C)C)n1 (stereo not drawn)	104.3	-5.0	102.6	103.0	0.0	0.0	0.0	-3.0	0.0	-6.0	0.0
CC(C)OC(=O)CSc1nc2cccnc2n1C1CCCCC1	104.3	-6.0	101.7	99.5	0.3	-2.0	1.0	1.0	1.0	-5.0	3.4
Cc1ccc(-c2c[n+](CC(=O)c3ccc(Br)cc3)c3n2CCCCC3)cc1	106.3	-3.0	104.7	112.2	0.8	-1.0	0.0	0.0	1.0	0.0	1.6
O=C(NCc1cccs1)C1CCC(CNS(=O)(=O)c2cccs2)CC1 (stereo not drawn)	102.5	-13.0	102.6	99.9	0.2	9.0	2.0	-7.0	1.0	-7.0	0.0
O=C1Nc2ccccc2OC1CC(=O)N1CCOCC1 (stereo not drawn)	95.9	-9.0	95.9	95.8	-2.9	-1.0	1.0	-5.0	-2.0	-7.0	-4.1
O=C(O)CCNS(=O)(=O)c1ccccc1C(F)(F)F	?	-3.0	100.3	101.3	1.3	-3.0	-1.0	0.0	0.0	-2.0	3.5
Cc1ccc(C(=O)N/C(=C/c2ccc(-c3cccc([N+](=O)[O-])c3)o2)C(=O)NCCCN(C)C)cc1	96.9	-1.0	101.0	97.7	0.3	-5.0	-7.0	-5.0	-3.0	-3.0	1.1
Cc1cc(N2CCCCC2)nc2ccc(NC(=O)CCC(=O)NCCC(C)C)cc12	102.9	-14.0	101.3	102.5	0.7	-3.0	1.0	-4.0	-2.0	-10.0	23.1
CCOC(=O)c1c(C2COc3ccccc3O2)csc1NC(=O)c1ccccc1 (stereo not drawn)	98.5	-11.0	100.6	100.6	-0.1	4.0	0.0	-10.0	-1.0	-12.0	1.2
CC1CCCC(C)N1C(=O)CSc1nnc(COc2cccc3cccnc23)o1 (stereo not drawn)	91.1	-7.0	94.8	93.0	0.1	-1.0	-2.0	-2.0	-1.0	-3.0	11.3
CNC(=S)N1CCN(c2ccc(Cl)c(Cl)c2)CC1	93.3	0.0	99.6	100.8	-1.0	-2.0	0.0	-5.0	0.0	-5.0	0.6
O=C1CSC(c2ccccn2)N1c1ccccc1F (stereo not drawn)	95.5	-3.0	96.5	97.9	0.3	-2.0	0.0	-6.0	-2.0	-3.0	5.0
O=[N+]([O-])c1ccccc1/C=N/n1c(C2CCCCC2)n[nH]c1=S	102.4	1.0	97.1	97.9	-0.7	-7.0	-6.0	-7.0	-8.0	-20.0	-1.7
Cc1n[nH]c(=O)nc1NCCc1ccccc1	101.1	1.0	102.8	96.8	0.4	0.0	0.0	1.0	0.0	0.0	1.1
COc1ccc(CCNC2=C(Cl)C(=O)N(CCc3ccccc3)C2=O)cc1OC	106.3	1.0	102.3	105.2	1.8	-1.0	0.0	0.0	0.0	0.0	9.3
Cc1nn(C(=O)c2cccc([N+](=O)[O-])c2)c(C)c1Sc1ccccc1	98.8	11.0	101.6	102.0	1.4	-1.0	-5.0	5.0	-4.0	3.0	26.5
CCN(CCNC(=O)CN1CCN(Cc2ccc(Cl)cc2)C1=O)c1ccccc1	99.3	-5.0	100.5	100.2	0.3	-3.0	0.0	-4.0	0.0	-4.0	0.3
O=C(COc1ccccc1Cl)NCCC1=CCCCC1	91.3	-18.0	85.6	94.5	0.4	-14.0	-12.0	-11.0	-9.0	-18.0	9.0
O=C(c1cccs1)N1CCN(C(=O)C(c2ccccc2)c2ccccc2)CC1	94.0	-2.0	99.1	96.7	1.2	-2.0	-2.0	-3.0	-3.0	-4.0	1.8
CCCN(Cc1ccccc1)C(=S)Nc1ccc(OCC)cc1	99.4	-1.0	96.0	95.6	-0.5	0.0	0.0	-2.0	0.0	-4.0	-0.7
Cn1c(NC(=O)/C=C/c2ccco2)cc(=O)n(C)c1=O	101.2	0.0	102.0	105.6	0.9	-5.0	-2.0	-1.0	-1.0	-5.0	9.7
CCCn1c(N)c(N2CCCCC2)c(=O)n(CC(=O)Nc2ccccc2C)c1=O	110.3	-9.0	101.1	113.5	1.2	-2.0	-2.0	-5.0	2.0	-5.0	0.7
CCn1c(=O)cc(SCC(=O)Nc2ccc3c(c2)OCCO3)c2ccccc21	100.6	-14.0	102.0	100.1	-0.6	-4.0	0.0	-11.0	0.0	-10.0	0.4
COc1cc(/C=N/c2oc(-c3ccccc3)cc2C#N)ccc1O	100.6	-10.0	101.7	102.7	-0.4	-9.0	0.0	-6.0	-2.0	-6.0	-0.6
O=C(COC(=O)/C=C/C(=O)OCC(=O)NC12CC3CC(CC(C3)C1)C2)NC12CC3CC(CC(C3)C1)C2	99.8	1.0	98.8	100.5	3.1	-6.0	-4.0	0.0	-4.0	-10.0	4.8
CCOc1cc(/C=C2/SC(=O)N(CC(=O)N3CCc4ccccc4C3)C2=O)ccc1OCC(=O)O	101.7	-7.0	99.4	99.0	-0.2	-2.0	1.0	0.0	-1.0	-4.0	-0.9
COc1ccc(C(=O)C2CCCN(C(=O)c3cccnc3OC)C2)cc1F (stereo not drawn)	104.0	-6.0	101.0	101.6	0.5	-4.0	-1.0	-1.0	-1.0	-6.0	1.1
CCOC(=O)COc1ccc(C2CC(C)=NN2c2ccccc2)cc1 (stereo not drawn)	98.8	-9.0	101.2	97.6	0.2	-1.0	-2.0	-6.0	-3.0	-2.0	22.6
